# Screening data deposited in PubChem BioAssay by several laboratories.
# TCR CD3 inh = inhibitors of human TCR-CD3 interaction, primary screen, biochemical, fluorescence, TAMRA-labeled TCR probe; inhibition, % at 9.4 µM; hit rate 0.37% among 360,000; T-cell receptor (TCR); in the data active = inhibition above about 19%;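 note: recombinant mutant TCR 2C K166C tagged with TAMRA read by polarization; 0% = receptor in buffer alone and 100% = receptor with positive control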
# MBD2 DNA inh = inhibitors of MBD2 binding to methylated DNA, primary screen, biochemical, TR-FRET, DNA-binding domain, human; hit rate 0.31% among 370,000; MBD2 binding to methylated oligonucleotide; Methyl-CpG-binding domain protein 2 (Homo sapiens), Q9UBB5; inhibition, % at 4.4 µM; in the data active = inhibition above about 13%
# TDP2 absorb = human TDP2 enzyme inhibitors, primary screen, biochemical, epi absorbance, recombinant enzyme; T5PNP hydrolysis, p-nitrophenol absorbance 415 nm; inhibition, % at 12.8 µM; hit rate 0.34% among 370,000;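 active = inhibition above the mean of all tested compounds plus 3 SD, set per campaign, cut at about 25% in these data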;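 note: 0% = DMSO with enzyme and 100% = buffer with substrate but no TDP2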
# Target sequence (O95551 whole entry, looked up): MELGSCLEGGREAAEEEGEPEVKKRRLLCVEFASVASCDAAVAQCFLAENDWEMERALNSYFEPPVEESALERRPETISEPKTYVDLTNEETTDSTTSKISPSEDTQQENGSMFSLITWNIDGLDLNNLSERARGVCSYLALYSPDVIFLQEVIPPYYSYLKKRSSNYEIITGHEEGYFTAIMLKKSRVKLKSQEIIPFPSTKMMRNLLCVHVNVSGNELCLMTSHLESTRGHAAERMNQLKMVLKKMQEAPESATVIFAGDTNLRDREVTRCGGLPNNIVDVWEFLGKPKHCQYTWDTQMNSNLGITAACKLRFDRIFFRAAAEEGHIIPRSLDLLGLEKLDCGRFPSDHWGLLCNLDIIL
#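 System – recombinant human TDP2 · Amount – 120 nM TDP2 per well · Buffer or medium – Mg2+-containing Tris-HCl buffer, pH 7.5 · Reagent – T5PNP substrate, 5 mM · Dosing – 12.8 µM single point, 1% DMSO · Incubation – 2 h at 37 °C · Measured by – epi absorbance · Read-out basis – percent inhibition · Benchmarks – high control without enzyme, low control DMSO plus TDP2 · Repeats – singlicate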
# SIAE primary = human SIAE inhibitors, primary screen, biochemical, fluorescence polarization, FP-Rh probe, 1536-well HTS. AID 1053197, 2014. Sialate O-acetylesterase (Homo sapiens), Q9HAT2. hit rate 0.69% among 370,000. inhibition, % at 9.66 µM. SIAE FP-Rh probe binding;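 active = inhibition above a cutoff: mean of compounds within the control limits plus 3 SD of those, cut at about 17% in these data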;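 note: 0% = plate median of compound wells and 100% = probe without SIAE protein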
# GC-B act = human GC-B receptor activators, primary screen, HEK293 GC-B cells, cGMP TR-FRET, EC30 CNP; 0% at EC30 CNP, 100% saturating CNP; activation, % at 10 µM; hit rate 0.11% among 370,000;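 active = activation at 10 µM reaching about 35% in either raw or pattern-adjusted values, limit read from the data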
# LEDGF integ inh = blockers of LEDGF/p75-dependent integrase strand transfer – biochemical, TR-FRET, high throughput, primary screen; HIV-1 integrase (with human LEDGF/p75); TR-FRET IN-LEDGF/p75 DNA integration, Eu/Cy5; inhibition, % at 3.7 µM; hit rate 0.64% among 370,000;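 active = inhibition above the screen-wide mean plus 3 SD, cut at about 13% in these data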;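 note: signal is the Cy5 over europium emission ratio at 671 and 618 nm; 0% = plate median of compound wells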
# PRMT1 inh = PRMT1 methyltransferase inhibitors, primary screen, biochemical, fluorescence polarization; hit rate 1.3% among 370,000; recombinant PRMT1, activity-based probe fluorescence polarization; Protein arginine N-methyltransferase 1 (Homo sapiens), Q99873; inhibition, % at 2.79 µM;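 active = inhibition above about 21% made by adding two undisclosed values, limit read from the data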
# Target sequence (Q99873 whole entry, looked up): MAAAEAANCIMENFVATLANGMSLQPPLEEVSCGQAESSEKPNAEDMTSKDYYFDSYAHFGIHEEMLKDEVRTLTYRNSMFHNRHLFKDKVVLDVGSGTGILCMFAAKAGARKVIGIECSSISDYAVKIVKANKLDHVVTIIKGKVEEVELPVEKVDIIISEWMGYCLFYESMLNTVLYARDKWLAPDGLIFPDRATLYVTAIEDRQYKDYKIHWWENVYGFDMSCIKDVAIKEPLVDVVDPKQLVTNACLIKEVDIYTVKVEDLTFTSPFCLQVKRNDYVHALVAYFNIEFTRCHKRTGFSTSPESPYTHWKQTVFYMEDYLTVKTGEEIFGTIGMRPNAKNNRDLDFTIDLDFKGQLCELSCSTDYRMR
# rCAG binder = binders of r(CAG) RNA repeats, primary screen, biochemical, fluorescence; hit rate 1.3% among 370,000; inhibition, % at 3 µM; r(CAG) RNA repeat, TO-PRO-1 dye displacement fluorescence;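 active = inhibition above the plate cutoff, the mean of all test compounds on that plate plus 3 SD, cut at about 35% in these data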;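 note: 0% = DMSO alone and 100% = 100 µM mitoxantrone as full dye displacement; higher means more dye released from RNA so lower well fluorescence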
# mABHD4 FP = ABHD4 inhibitors, primary screen, biochemical, fluorescence polarization, mouse. purified mABHD4, FP-Rh probe fluorescence polarization. inhibition, % at 8.92 µM. hit rate 0.54% among 370,000. AID 720543, 2013;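 active = inhibition exceeding the mean over every tested compound plus 3 SD, cut at about 30% in these data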;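 note: 0% = plate median of compound wells and 100% = S159A mutant with DMSO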
# Target sequence (Q8VD66 whole entry, looked up): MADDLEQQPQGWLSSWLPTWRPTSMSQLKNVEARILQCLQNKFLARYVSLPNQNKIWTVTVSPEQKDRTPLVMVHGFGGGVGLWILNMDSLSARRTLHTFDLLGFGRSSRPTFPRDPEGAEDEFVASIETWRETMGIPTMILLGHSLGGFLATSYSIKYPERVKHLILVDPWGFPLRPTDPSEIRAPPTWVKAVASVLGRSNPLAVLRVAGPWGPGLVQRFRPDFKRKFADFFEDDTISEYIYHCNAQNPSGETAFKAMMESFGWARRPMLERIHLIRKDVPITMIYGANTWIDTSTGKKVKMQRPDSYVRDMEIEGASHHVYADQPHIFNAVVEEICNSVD
#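 assay system = mABHD4 protein | compound dosing = single nominal dose of 8.92 µM, 0.89% DMSO final | read-out basis = percent inhibition of probe binding, normalized to plate controls | schedule = Enzyme–compound pre-incubation 45 min, then probe 60 min, both 25 °C | detection = fluorescence polarization, excitation 525 nm, emission 598 nm, BODIPY TMR filters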
# HTRA1 inh = HTRA1 serine protease inhibitors, primary screen, biochemical, fluorescence polarization, HTS; Q92743; recombinant HTRA1, FP-rhodamine activity-based probe; inhibition, % at 5.96 µM; hit rate 0.5% among 340,000; in the data active = inhibition above about 36%;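 note: 0% = enzyme with DMSO and 100% = wells lacking enzyme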
# * hit, by the source's call; . = not tested or not shown. Some of the compounds tested; the hit share may differ from the screen's.
# Results follow in this order: TCR CD3 inh	MBD2 DNA inh	TDP2 absorb	SIAE primary	GC-B act	LEDGF integ inh	PRMT1 inh	rCAG binder	mABHD4 FP	HTRA1 inh
CC(Oc1ccc2ccc(=O)oc2c1)C(=O)NC(Cc1c[nH]c2ccc(O)cc12)C(=O)O (stereo unspecified)
 : 7	0	-1	5	0	6	2	6	4	6
CCOC(=O)C1=NNC2(CC(=O)N(c3cc(C)cc(C)c3)C2=O)C1 (stereo unspecified)
 : 1	3	-4	4	3	0	-2	0	1	1
Cc1cccc(NC(=S)NCCN2CCOCC2)c1C
 : 1	3	-4	-4	2	1	0	0	2	0
Cc1ccc(S(=O)(=O)Nc2ccccc2)cc1C(=O)N1CCCC1
 : 7	-7	-7	1	2	8	-5	-2	2	2
N=c1c2c3c(sc2nc2n1CCCCC2)CCCCC3
 : 5	-10	-3	-6	-2	-2	-3	6	5	3
COC(=O)c1c(NC(=O)COC(=O)CNC(=O)c2ccco2)sc(C)c1C
 : 5	-4	3	2	2	-4	0	-3	6	-3
CCCOc1ccc(C(=O)NCC(C)(C)N2CCOCC2)cc1
 : 4	-2	4	1	2	-1	-3	-2	1	-3
Nc1cc(C(=O)OCC(=O)NCc2ccc(F)cc2)ccc1Cl
 : 0	4	-1	2	-1	-2	2	1	0	-4
COCCNc1nc2c(c(=O)n(Cc3ccc(OC)cc3)c(=O)n2C)n1C
 : -2	2	3	1	11	-1	0	-4	3	2
COc1ccc(NC(=O)COC(=O)c2cc(C)oc2C)c([N+](=O)[O-])c1
 : -7	1	6	-1	-1	3	-2	0	6	5
COc1ccc(/C=N/N=C2\SC(CC(=O)O)C(=O)N2c2ccccc2)c(OC)c1 (stereo unspecified)
 : 1	-2	3	-5	7	0	-1	25	0	2
Cc1nc(-c2ccc([N+](=O)[O-])cc2)nc2[nH]ccc(=O)c12
 : -2	-2	-7	-3	-8	1	1	1	-2	-7
N#Cc1cccc(OC(=O)C2CCN(C(=O)c3ccc(F)cc3)CC2)c1
 : 0	4	13	12	-5	1	-2	1	-1	-2
O=C(Nc1cccc(O)c1)c1cccc(C(=O)Nc2cccc(O)c2)c1
 : -4	2	4	-14	-9	-1	2	2	-7	-41
CCCC12CN3CC(CCC)(CN(C1)C3c1ccco1)C2=O (stereo unspecified)
 : -2	0	-3	1	-1	-4	2	-2	9	1
Cc1ccc(-c2n[nH]c(=S)n2/N=C/c2ccncc2)cc1
 : 1	-5	-5	0	-7	5	1	-2	-1	-1
Cc1ccc(C2=NNC(=Nc3ccc(F)cc3)SC2)cc1
 : 5	5	2	0	0	2	-8	4	14	-13
COc1ccc(NC(=O)CN2C(=O)C(C)SC(C)C2=O)c(OC)c1 (stereo unspecified)
 : 4	0	-1	-2	3	1	-3	0	0	1
CCc1ccc(/C=C2/Sc3ccccc3N(CC(=O)NCCCN3CCOCC3)C2=O)cc1
 : -5	1	19	10	-2	4	-2	-5	0	4
CCCC(CCC(=O)Nc1ccc(S(N)(=O)=O)cc1)C(=O)O (stereo unspecified)
 : 1	-1	-9	-6	2	0	-2	6	5	5

# Quoted at random: two entries already listed
# Results follow in this order: TCR CD3 inh	MBD2 DNA inh	TDP2 absorb	SIAE primary	GC-B act	LEDGF integ inh	PRMT1 inh	rCAG binder	mABHD4 FP	HTRA1 inh
CCCC(CCC(=O)Nc1ccc(S(N)(=O)=O)cc1)C(=O)O (stereo unspecified)
 : 1	-1	-9	-6	2	0	-2	6	5	5
COC(=O)c1c(NC(=O)COC(=O)CNC(=O)c2ccco2)sc(C)c1C
 : 5	-4	3	2	2	-4	0	-3	6	-3

# Some values from the results shown:
# Entry for N#Cc1cccc(OC(=O)C2CCN(C(=O)c3ccc(F)cc3)CC2)c1 under PRMT1 inh: -2
# Entry for CCCC(CCC(=O)Nc1ccc(S(N)(=O)=O)cc1)C(=O)O (stereo unspecified) under mABHD4 FP: 5
# Entry for Cc1ccc(C2=NNC(=Nc3ccc(F)cc3)SC2)cc1 under TCR CD3 inh: 5
# Entry for CCCOc1ccc(C(=O)NCC(C)(C)N2CCOCC2)cc1 under TDP2 absorb: 4
# Entry for N=c1c2c3c(sc2nc2n1CCCCC2)CCCCC3 under GC-B act: -2

# (listing goes on)
# Results follow in this order: TCR CD3 inh	MBD2 DNA inh	TDP2 absorb	SIAE primary	GC-B act	LEDGF integ inh	PRMT1 inh	rCAG binder	mABHD4 FP	HTRA1 inh
Cc1ccc(-c2nnn(CCC(=O)N3CCCCC3C)n2)cc1 (stereo unspecified)
 : 6	1	-20	-7	0	4	-2	-1	-12	1
CC(C)CCNC(=O)NC(=O)COc1ncnc2sccc12
 : -2	3	4	0	2	2	-3	1	-9	4
O=C(c1cccc(-c2nnc(-c3ccccc3)o2)c1)N1CCCCCC1
 : 4	-3	4	-2	-1	-2	1	-3	-3	3
CC(c1ccccn1)N(CCN(C)C)C(=S)Nc1ccccc1F (stereo unspecified)
 : 7	-1	-12	8	12	6	-4	-2	-5	-1
CCCc1cc(C(=O)Nc2nccs2)cs1
 : 1	1	-12	0	-5	2	0	0	-2	-10
C=CCn1c(SCC(N)=O)nnc1-c1cc(Br)ccc1O
 : -4	4	-14	0	0	1	6	-1	-7	1
CCOc1ccc(CN2C(=O)CCC2(C)C(=O)NCc2cccnc2)cc1 (stereo unspecified)
 : -6	3	-3	-2	0	-2	4	2	7	3
CCOc1ccc(C(=S)N2CCN(C)CC2)cc1
 : 1	5	-6	-1	5	-2	28*	-2	9	6
COc1ccc(C(=O)Oc2c(C)occc2=O)cc1OC
 : 2	-3	0	-2	-1	-2	4	-1	-5	6
OC1(c2ccccc2)C/C(=N\n2cnnc2)C=C1c1ccccc1 (stereo unspecified)
 : 4	4	-9	0	-2	1	-4	0	5	0
Cc1ccc(NC(=O)c2c(F)cccc2Cl)cc1NS(C)(=O)=O
 : -2	1	14	-5	-1	-4	7	-3	-2	0
Cc1cc2ccc(C)c(C)c2nc1SCC#N
 : 6	-3	8	-4	-1	3	-2	3	-1	-29
CC(C)C(=O)N1CCN(c2ccccc2NC(=O)c2ccc(C#N)cc2F)CC1
 : -13	2	-13	1	-6	-8	2	-1	2	3
CCCOC(=O)C1=C(C)NC(=O)NC1c1cc2c(cc1Br)OCO2 (stereo unspecified)
 : -2	-6	-12	10	-5	4	-1	-1	-6	-1
CCOC(=O)c1c(NC(=O)CSc2ncnc3ccccc23)sc(C)c1C
 : 4	2	-2	4	2	4	-2	3	-4	2
CC(=O)C[C@H](O)CC(=O)[C@@H]1OC(=O)CCCCCCCCc2ccccc21
 : 6	-2	10	3	-6	0	2	-4	-5	-4
COc1cc2c(CCNC(C)=O)c[nH]c2cc1O
 : 0	4	0	6	-5	-2	8	2	6	4
CCCC(C)NC(=O)CN(c1ccc2c(c1)OCCO2)S(=O)(=O)c1ccccc1 (stereo unspecified)
 : 5	2	6	3	-4	2	4	-5	6	1
CCCc1cc(=O)[nH]c(SCC(=O)Nc2ccc(OCc3ccccc3)cc2)n1
 : 0	-3	7	2	4	1	6	5	3	-5
CCC1=C(OC(=O)N(CC)CC)N2C(=O)OC(=NCCOC)[C@]2(Cc2ccccc2)[C@H]2C1=CC[C@H]1C(=O)N(CC)C(=O)[C@H]12
 : 2	-6	-15	2	-1	1	-3	-9	3	1
COc1ccc(CNC(=O)C2=CCN(S(=O)(=O)c3ccc(C)cc3)CC2)cc1
 : 1	-4	4	2	-2	-1	1	-1	-7	-12
Cc1ccc(S(=O)(=O)N2CCN(C(=O)c3sccc3C)CC2)cc1
 : 0	4	0	5	-1	2	5	-6	-1	-5
CC(C)C1CC(C(=O)Nc2ccccc2)C(=O)O1 (stereo unspecified)
 : 2	-5	-7	3	0	4	-4	0	-5	10
COC(=O)c1c(/N=C/NOCc2ccc(Cl)cc2)sc2c1CCN(c1ncc(C(F)(F)F)cc1Cl)C2
 : 0	5	-20	-1	-8	-3	2	7	-10	0
Cc1ccc(S(=O)(=O)N2CCOCC2)cc1NC(=O)COC(=O)Cc1ccsc1
 : 10	1	-1	-2	-1	0	2	-1	0	-5
CN(CC(=O)Nc1ccccc1C(F)(F)F)C(=O)c1cc([N+](=O)[O-])ccc1N1CCOCC1
 : -1	-2	-2	11	1	0	-4	-3	1	-3
CCCCN(C)C(=O)CCCc1c[nH]c2ccccc12
 : -1	5	-14	3	-12	-1	2	-2	-1	7
O=C(NN=C1CCC(c2ccccc2)CC1)c1cc2c(s1)CCCC2 (stereo unspecified)
 : -4	-1	-4	-8	-1	-3	1	10	0	-34
COCCNC(=O)CN(CCc1ccccc1)S(=O)(=O)c1ccc(OC)cc1
 : -3	-1	13	-1	8	-1	2	-6	3	1
O=S(=O)(O)c1cc(Cl)cc(N=Nc2ccc(O)cc2O)c1O
 : 65*	0	13	7	-1	72*	86*	91*	70*	40*
O=C(CN(CCc1ccccc1)S(=O)(=O)c1ccc(F)cc1)N1CCOCC1
 : .	-1	-2	4	-5	0	2	5	8	.
COc1ccccc1CNC(=O)COc1ccc(S(=O)(=O)N2CCOCC2)cc1
 : 5	1	2	5	11	3	2	-5	3	6
CC(=O)N1CCc2cc(NC(=O)C3(C)CCN3Cc3ccccc3Cl)ccc21 (stereo unspecified)
 : 0	1	11	2	1	-4	2	1	4	.
Cn1c(SCC(=O)NC(C)(C)C)nc(O)cc1=O
 : -4	1	-14	6	6	2	4	2	6	5
Cc1ccc(S(=O)(=O)N2CCN(C(=O)CN3C(=O)NC4(CCCC4)C3=O)CC2)c(C)c1
 : 8	4	0	0	-2	4	-2	-2	-3	5
CN(C)c1c([N+](=O)[O-])ncn1C
 : -2	7	-5	-1	1	-1	2	-2	3	0
CCOC(=O)N1CCN(C(=O)C[C@H]2C[C@@]3(C(=O)OC)C(=C[C@H](C(C)C)O[C@@H]3C3CC3)N(Cc3ccccc3)C2=O)CC1
 : 11	1	4	0	10	-1	-2	1	5	.
Cc1ccc(C(=O)Nc2cc(S(=O)(=O)N3CCOCC3)ccc2N2CCCC2)cc1
 : -4	2	1	2	-2	-3	1	4	5	0
Cc1cccc(C)c1NC(=O)COC(=O)[C@@H]1CCCN1C(=O)c1cccs1
 : -1	-4	-11	-4	-1	9	-4	0	-13	4
CCOC(=O)N1CCN(C(=O)CN(c2ccc(C)c(C)c2)S(=O)(=O)c2ccccc2)CC1
 : 0	2	9	1	1	-1	1	-10	-4	5
Cc1cc2oc(C(=O)NC3CCS(=O)(=O)C3)cc(=O)c2cc1C (stereo unspecified)
 : 6	-5	-1	-7	-7	1	0	0	-1	9
Cc1ccc(NC(=O)CSc2nnc(-c3cccnc3)s2)cc1
 : 5	0	-3	-3	-7	-4	-1	0	3	0
Cc1cc(C)c(NC(=O)CSc2nnc(CNC(=O)c3ccccc3F)o2)c(C)c1
 : 5	2	1	3	0	3	-1	-3	-6	-1
